NCOA3 inh: SRC3 coactivator transcriptional activity inhibitors, primary screen, cell-based, luminescence | inhibition, % at 3.6 µM | 360,000 compounds, 0.17% hits | HEK293 GAL4-SRC3 luciferase reporter;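 active means inhibition above a per-campaign cutoff, the mean of all compounds plus 3 SD, cut at about 60% in these data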;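 further: 0% = DMSO-treated cells and 100% = gossypol-treated cells at 36 µM; higher means less SRC3-driven luciferase light from the GAL4 reporter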
Target sequence (Q9Y6Q9 whole entry, looked up, the tested form may be a part): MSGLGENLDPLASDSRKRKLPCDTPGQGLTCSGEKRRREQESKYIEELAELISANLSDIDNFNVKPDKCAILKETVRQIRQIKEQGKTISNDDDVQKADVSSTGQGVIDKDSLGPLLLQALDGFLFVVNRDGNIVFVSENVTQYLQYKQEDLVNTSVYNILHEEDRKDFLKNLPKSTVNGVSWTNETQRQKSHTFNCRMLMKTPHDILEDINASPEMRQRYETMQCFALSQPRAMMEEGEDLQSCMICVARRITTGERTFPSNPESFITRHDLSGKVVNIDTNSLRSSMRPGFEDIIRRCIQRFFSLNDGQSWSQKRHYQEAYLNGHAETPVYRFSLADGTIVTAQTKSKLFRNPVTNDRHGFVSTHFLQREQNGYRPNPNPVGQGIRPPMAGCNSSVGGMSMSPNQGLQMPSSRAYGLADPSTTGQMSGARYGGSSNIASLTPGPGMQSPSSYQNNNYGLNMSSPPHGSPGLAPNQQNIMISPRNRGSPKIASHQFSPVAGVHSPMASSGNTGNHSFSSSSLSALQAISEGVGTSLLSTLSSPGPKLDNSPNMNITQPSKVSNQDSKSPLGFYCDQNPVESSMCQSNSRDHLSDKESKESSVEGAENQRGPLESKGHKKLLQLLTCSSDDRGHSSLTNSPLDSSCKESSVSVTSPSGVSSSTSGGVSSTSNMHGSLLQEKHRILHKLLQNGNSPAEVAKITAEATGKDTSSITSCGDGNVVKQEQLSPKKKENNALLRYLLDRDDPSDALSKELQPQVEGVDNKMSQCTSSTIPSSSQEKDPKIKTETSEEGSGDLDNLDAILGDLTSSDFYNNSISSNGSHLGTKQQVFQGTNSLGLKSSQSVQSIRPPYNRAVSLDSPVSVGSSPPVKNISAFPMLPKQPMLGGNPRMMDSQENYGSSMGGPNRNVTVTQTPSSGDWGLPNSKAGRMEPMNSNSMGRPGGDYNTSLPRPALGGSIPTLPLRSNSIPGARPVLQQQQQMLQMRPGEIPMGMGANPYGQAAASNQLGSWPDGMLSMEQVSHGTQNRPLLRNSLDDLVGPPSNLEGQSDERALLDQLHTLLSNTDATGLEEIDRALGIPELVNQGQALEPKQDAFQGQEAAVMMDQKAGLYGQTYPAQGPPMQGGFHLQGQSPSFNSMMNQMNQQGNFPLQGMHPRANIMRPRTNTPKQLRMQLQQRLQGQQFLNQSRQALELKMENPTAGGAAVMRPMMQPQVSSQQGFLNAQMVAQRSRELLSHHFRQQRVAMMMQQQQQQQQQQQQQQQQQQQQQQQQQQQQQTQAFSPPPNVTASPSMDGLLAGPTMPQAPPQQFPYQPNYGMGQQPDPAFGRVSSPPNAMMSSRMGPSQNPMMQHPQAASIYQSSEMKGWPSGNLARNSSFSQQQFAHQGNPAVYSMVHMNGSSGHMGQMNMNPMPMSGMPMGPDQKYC
TWEAK Fn14 block: inhibitors of TWEAK-Fn14 signaling, primary screen, luciferase reporter cells, uHTS | 360,000 compounds, 2% hits | inhibition, % at 10 µM | AID 1159606, 2016 | TWEAK-stimulated Fn14 reporter cells, luciferase luminescence, 8 h; in the data active means inhibition above about 50%
KKLEB tox: cytotoxicity in KKLEB CF airway cells, primary screen, cytotoxicity control for CF NF-kB inhibitor project, cell-based, uHTS, fluorescence assay plates | KKLEB CF airway cells viability, ATPlite luminescence, overnight; hits give low values; cells stimulated with P. aeruginosa culture filtrate | activity change (cytotoxicity), % at 5 µM | 360,000 compounds, 0.36% hits | AID 602141, 2011;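 active means corrected activity change at or below -50% at 5 µM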
NCOA1 inh: SRC1 coactivator transcriptional activity inhibitors, primary screen, cell-based, luminescence | inhibition, % at 3.6 µM | 360,000 compounds, 0.12% hits | HEK293 GAL4-SRC1 luciferase reporter | Nuclear receptor coactivator 1 (Homo sapiens), Q15788;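 active means inhibition above the campaign mean plus 3 SD, with each screening campaign given its own cutoff, cut at about 60% in these data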;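 further: 0% = DMSO treated cells and 100% = gossypol at 36 µM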
LMP1 NFkB inh: EBV LMP1-driven NF-kappaB luciferase reporter inhibitors, primary screen, cell-based, luminescence, single point. LMP1-induced NF-kappaB luciferase reporter cells. inhibition, % at 12.5 µM. 350,000 compounds, 0.69% hits. AID 504558, 2011; in the data active means inhibition above about 41%;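 further: 0% = neutral control wells and 100% = reference inhibitor control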
LRH-1 inv ag: LRH-1 (NR5A2) inverse agonists, primary screen, cell-based, luminescence, HEK293T, StAR-luciferase reporter; LRH-1 transfected, 24 h; inhibition, % at 3.6 µM; 360,000 compounds, 0.13% hits; AID 602396, 2012;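 active means inhibition above the mean inhibition of all tested compounds plus 3 SD, cut at about 73% in these data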;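 further: 0% = DMSO wells and 100% = reporter-only cells lacking LRH-1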
SRC2 inh: inhibition of GAL4-SRC2 driven luciferase reporter, primary screen, SRC2 inhibitor project, cell-based, luminescence; HEK293 GAL4-SRC2 luciferase reporter; Nuclear receptor coactivator 2 (Homo sapiens), Q15596; inhibition, % at 9 µM; 370,000 compounds, 0.17% hits; AID 651957, 2012;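 active means inhibition above the mean inhibition of all tested compounds plus 3 SD, set per campaign, cut at about 52% in these data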;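 further: 0% = DMSO treated cells and 100% = cells given Gossypol at 36 µM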
TROY NFkB inh: inhibitors of TROY-driven NF-kB signaling, primary screen, Q293 LMP1-TROYcd cells, NF-kB luciferase, uHTS | inhibition, % at 10 µM | Q293 LMP1-TROYcd NF-kB luciferase reporter, 4 h | 360,000 compounds, 0.98% hits;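 active means compounds whose plate-normalised and pattern-corrected inhibition of the luciferase reporter signal at the single screening dose is 50% or more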
CF NFkB inh: inhibitors of PAF-induced NF-kB signaling, primary screen, cell-based, GFP fluorescence, uHTS. KKLEB NF-kB-GFP reporter, GFP fluorescence overnight. inhibition, % at 5 µM. 360,000 compounds, 0.86% hits. AID 588850, 2011;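 active means at least 50% inhibition at 5 µM, scaled per plate between neutral and stimulator controls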;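 further: PAF is a Pseudomonas aeruginosa culture filtrate used as stimulus; plate controls were PAF-stimulated DMSO wells for no effect and unstimulated DMSO wells for full effect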
TRAIL sens C8: viability loss with TRAIL in NB7+C8 cells, primary screen, TRAIL sensitizer project, cell-based, ATPlite luminescence; inhibition (viability loss, TRAIL sensitization), % at 10 µM; 360,000 compounds, 1% hits; AID 624354, 2012;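 active means compounds causing at least 50% loss of cell viability in the single-dose screen, relative to plate controls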
COUP-TFII inh: NR2F2 transcriptional activity inhibitors, primary screen, cell-based, luciferase reporter, HEK293T, luminescence. COUP transcription factor 2 (Homo sapiens), P24468. HEK293T NGFI-A luciferase reporter. inhibition, % at 8.6 µM. 370,000 compounds, 0.7% hits. AID 686940, 2013;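 active means inhibition above a per-plate cutoff, mean inhibition of test wells between control levels plus 3 SD, cut at about 38% in these data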;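 further: cells cotransfected with COUP-TFII expression vector driving the NGFI-A reporter; 0% = median of COUP-TF2 test wells and 100% = reporter-only cells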
* marks the source's active call; other numbers are inactive results; . = no result given. Hits appear at their usual frequency. Share with any hit: about 4.2%.

compound	LRH-1 inv ag	NCOA3 inh	TWEAK Fn14 block	CF NFkB inh	TRAIL sens C8	TROY NFkB inh	NCOA1 inh	LMP1 NFkB inh	KKLEB tox	SRC2 inh	COUP-TFII inh
CC(C)(C)NC(=O)c1cnn2c1NC(c1ccc(F)cc1)CC2C(F)(F)F (stereo not drawn)	1.8	15.1	6.2	8.0	6.0	-5.5	-3.3	0.8	4.4	9.0	4.1
CCOc1ccc(NS(=O)(=O)c2ccc(C(=O)N(C)CCc3ccc(OC)c(OC)c3)cc2)cc1	6.5	-72.4	-11.8	4.0	1.1	-22.1	-0.7	6.5	-6.1	12.0	10.6
COc1cccc(NC(=O)CN(C)C(=O)CSc2nc3ccccc3s2)c1	5.8	7.6	6.6	16.9	17.9	-14.8	-3.7	-1.8	-12.3	-49.8	-6.2
C[C@H](CO)N1C[C@H](C)[C@@H](CN(C)Cc2ccccn2)Oc2ncc(Br)cc2C1=O	-21.4	8.4	-7.4	-15.0	-12.9	-1.1	-10.5	-7.1	15.5	-9.2	4.5
O=Cc1cn(CCC(=O)O)nc1-c1cc2ccccc2o1	10.0	1.0	1.6	-21.6	-2.7	-4.7	2.8	1.1	2.1	23.3	17.7
COc1ccc(NS(=O)(=O)c2cccc(NC(=O)NCCCl)c2)cc1	3.9	-1.0	11.4	-1.9	-11.3	15.6	10.8	3.1	1.8	17.4	4.2
CCOc1ccc(NC(=O)CCC(=O)NNC(=O)NC2CCCCC2)cc1	2.0	-33.8	-14.5	12.6	0.4	8.5	-9.0	0.1	-1.9	-16.4	6.8
CC(C)CN(C(=O)COC(=O)CSc1ccccc1)c1c(N)n(Cc2ccccc2)c(=O)[nH]c1=O	8.9	0.2	14.4	10.2	-8.4	2.4	-15.1	2.3	-1.3	-5.6	-13.6
COc1ccc(-c2c(C)n([O-])c3c([n+]2=O)CCCC3)cc1	-1.4	-40.5	0.4	-9.6	0.8	-6.5	-12.1	-2.3	-0.3	2.8	1.7
CC1(C)CC(=O)C/C(=N/NC(=O)c2ccc(-c3ccccc3)cc2)C1	-10.1	10.7	-6.0	-39.0	2.5	-10.7	0.7	21.2	9.3	9.9	0.0
COc1ccc(Nc2oc(COc3ccc(C)cc3)nc2C#N)cc1	15.4	5.1	69.2*	-19.8	1.6	-2.7	-3.6	19.8	21.2	-1.3	5.6
O=C(CSc1nnc(-c2ccc(F)cc2)c2ccccc12)Nc1ccccc1Cl	-4.1	24.0	10.3	5.8	-3.1	-11.9	10.9	-1.3	-15.5	9.5	7.6
CCOc1cc(/C=N/NC(=O)CCn2nc(C)cc2C)ccc1O	10.4	-12.6	-7.5	21.8	-8.1	2.9	12.1	-5.2	-6.5	-25.0	3.5
O=C(CSC(=S)N1CCCCC1)c1ccccc1	-57.4	-42.8	72.1*	-36.3	54.0*	50.1*	-76.9	5.4	-6.1	-12.6	6.3
COC(=O)c1ccccc1OCC(=O)N1CCN(c2ccc(Cl)cc2)CC1	9.3	20.2	-15.8	21.4	-11.9	4.2	22.7	8.8	-2.7	11.9	8.7
CCC(CC)C(=O)Nc1cc(NC(=O)C(CC)CC)cc(C(=O)O)c1	9.3	21.7	2.9	9.3	7.2	6.1	6.1	0.9	-29.0	18.1	14.4
O=C(CCCC(=O)N(CC(=O)NC1CCCC1)Cc1ccc2c(c1)OCO2)Nc1ccccn1	-4.8	15.2	-7.9	3.0	1.4	2.7	-3.1	9.0	2.9	6.3	-11.5
CNC(=O)COC(=O)COc1ccc2c(C)cc(=O)oc2c1	6.4	-0.2	-1.1	-11.0	-2.8	29.6	5.2	-3.0	-13.2	2.0	-3.0
COc1ccccc1C1c2c(C)nn(-c3ccccc3)c2NC(=O)C1NC(=O)c1ccccc1 (stereo not drawn)	-13.6	29.4	6.5	14.3	-11.1	-13.5	10.7	9.2	-2.7	-5.1	9.6
COC(=O)c1sccc1NC(=O)/C=C/C(=O)O	14.6	18.8	-10.2	-1.0	-9.4	6.9	7.4	9.0	4.5	3.8	9.7
O=C(CSc1ccc([N+](=O)[O-])cn1)Nc1ccc2c(c1)OCCO2	-0.8	-10.4	-2.3	-10.7	-4.4	18.9	1.3	4.8	10.5	-2.3	15.2
O=[N+]([O-])c1ccc(/C=N/N2CCN(Cc3ccccc3)CC2)cc1	9.9	-7.7	1.3	-13.1	-8.7	-7.2	-5.2	-7.4	7.6	20.7	-8.6
COc1ccc2c(CN3CCCCCCC3)cc(=O)oc2c1	-44.7	-58.8	7.7	-10.9	-5.6	14.1	-51.0	.	3.6	-35.5	-3.4
O=[N+]([O-])c1ccc(CN2CCCCCC2)cc1	13.9	2.9	-3.0	-2.5	5.1	2.0	4.5	-1.7	-0.7	-5.3	6.5
CCOC(=O)c1cnn(CCOC(=O)Cc2cccs2)c1NC(=O)Cc1cccs1	-7.4	9.9	-8.0	8.0	-10.8	-14.7	9.1	0.8	7.6	9.8	-18.9
CN(C(=O)CSc1n[nH]c(=O)[nH]c1=O)c1ccccc1	4.3	18.9	12.8	-19.2	-1.5	3.1	-2.2	-10.1	9.8	0.3	-2.1
Cn1c(CCN2CCN(c3ccccn3)CC2)nc2cc(NS(=O)(=O)c3ccc(Cl)cc3)ccc21	9.6	11.4	25.9	1.8	-37.7	16.6	-10.5	-1.1	7.8	22.2	-1.4
Cc1ccc(C)c(CN2CCNC2=O)c1	6.7	4.5	8.1	7.5	0.4	18.1	-30.1	2.3	3.7	21.3	18.2
CCC(C)(NC(=O)c1ccccc1)C(=O)O (stereo not drawn)	-7.0	8.9	35.6	-18.0	-5.2	2.3	5.9	4.8	13.3	18.4	-18.8
CCOC(=O)C1(Cc2ccc(Cl)cc2)CCN(C(=O)c2cscn2)CC1	-2.8	-17.8	-9.7	13.7	-4.5	-10.6	2.3	-14.8	0.0	18.5	-2.6
COc1cc(C(=O)N2CCN(c3ccc(C)cc3C)CC2)cc(OC)c1OC	2.8	10.2	-5.9	25.9	12.4	19.1	11.0	14.6	-11.7	0.9	0.4
CCn1c(O)c(C=Nc2ccccc2)oc1=S	-38.8	-13.3	-16.3	-4.8	-15.8	-29.9	-13.9	-8.1	2.6	-39.1	-22.2
O=C(CNC(=O)c1ccco1)N/N=C/c1ccc(C(=O)O)cc1	8.4	-20.4	7.9	1.0	-2.0	18.0	2.7	-16.9	-1.8	3.4	-17.7
CCCS(=O)(=O)N1CCN(Cc2ccccc2OCC)CC1	-7.9	-6.8	-12.0	4.3	8.2	-2.4	-12.0	-1.1	-1.5	13.9	21.9
Cc1cc(N2CCOCC2)n2nc(-c3cccc(F)c3)cc2n1	-1.2	11.3	-25.8	13.4	6.6	8.7	-50.0	0.8	-11.0	-12.4	-1.9
COCCN(Cc1cc2cc(C)ccc2n2nnnc12)C(=S)Nc1cccc(C)c1	7.8	13.9	18.2	21.2	-7.0	4.3	-1.5	7.4	-8.9	-2.3	-24.0
Nc1c(Cl)cc(Cl)cc1C(=O)OCC(=O)NC1CC1	3.4	1.4	-17.2	-1.0	-14.4	-7.2	-28.4	4.4	-0.2	-31.8	-2.0
CN(Cc1ccccc1)C(=O)c1nc2ccccn2c1CNCCOc1cccnc1	-9.5	-19.1	-13.7	0.8	-4.2	-0.3	3.9	-3.2	-21.9	-32.5	0.3
COc1cc(C(=O)N2CCN(Cc3ccccn3)CC2)cc(OC)c1OC	6.6	-12.5	3.2	-4.9	0.9	1.3	-4.2	-1.9	-1.7	-13.1	-5.6
Cc1ccc(C)c(OC(=O)c2cccnc2)c1	2.9	-26.6	0.4	-7.7	-15.5	-5.2	6.5	5.5	5.7	.	.
COc1ccccc1NC(=O)CSc1nc2ccccc2nc1N1CC(C)OC(C)C1 (stereo not drawn)	8.9	15.4	15.0	-2.3	11.8	-13.6	4.9	7.9	-6.1	-14.1	0.3
C[C@H](CO)N1C[C@H](C)[C@H](CN(C)C(=O)Nc2ccc(F)cc2)Oc2ccc(NC(=O)NC3CCCCC3)cc2CC1=O	-0.5	4.7	-2.7	-13.0	8.4	-10.8	1.3	-8.4	-2.4	-19.5	9.4
COc1ccc(N/C=C\C(=O)c2ccc3ccccc3c2)cc1	9.8	-17.5	-16.8	7.9	22.8	-26.4	-22.9	-22.1	-9.3	15.7	25.3
CCCc1cc(=O)oc2cc(OCC(=O)NC(Cc3ccc(Cl)cc3)C(=O)O)ccc12 (stereo not drawn)	-13.5	-2.4	9.2	4.2	2.8	-4.3	1.5	1.6	0.1	0.7	2.6
CCOc1ccc(NC(=O)CSc2nnc(C)n2CC2CCCO2)cc1 (stereo not drawn)	-8.3	5.5	-17.5	5.5	-1.2	-0.9	-3.3	0.9	-5.8	9.0	-19.2
